# NOD2 inhibition: inhibition of NOD2-driven NF-kB reporter – cell-based, luminescence, uHTS, HEK293 (AID 1566); actives 0.63% (n = 290,000); one-dose inhibition, % at 4 µM; EC50 in µM for titrated hits; HEK293 NOD2/NF-kB luciferase reporter, luminescence; higher % means a stronger effect; also: many of its hits are not listed in these tables
# KOR beta-arrestin-1: kappa opioid receptor blockers – cell-based, luminescence, uHTS (AID 1778); KOR beta-arrestin recruitment, luminescence, antagonist mode; higher % means a stronger effect; inhibition, % at 10 µM; hits with a dose series show IC50 in µM; actives 0.091% (n = 290,000); also: strong numbers were not always called active
# HIV peptide binding: cell-free HIV fusion peptide-binding blockers – biochemical, uHTS, fluorescence dequenching, primary screen (AID 1986); one-dose inhibition, % at 20 µM; IC50 in µM for titrated hits; actives 0.3% (n = 290,000); cell-free peptide binding, fluorescence dequenching, 30 min; higher % means a stronger effect; in the data active = inhibition mostly above about 52%, no sharp cut-off; inactive = mostly below about 76%; also: some results filed as inactive read as strong as hits
# KOR beta-arrestin-2: KOR agonists, beta-arrestin recruitment, primary screen, cell-based, luminescence, uHTS (AID 1777); KOR beta-arrestin recruitment, luminescence; higher % means a stronger effect; one-dose activation, % at 10 µM; EC50 in µM for titrated hits; actives 0.02% (n = 280,000); in the data active = activation above about 50%, passing the limit was not always enough; also: a part of the inactive calls stands beside numbers as strong as those of hits
# LYP phosphatase: PTPN22 lymphoid phosphatase activity blockers – biochemical, fluorescence intensity, uHTS (AID 1779); recombinant LYP phosphatase, fluorescence intensity; higher % means a stronger effect; inhibition, % at 11.5 µM, or IC50 in µM where a hit was titrated; actives 0.054% (n = 290,000);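 also: plate controls were vehicle with enzyme for no effect and no enzyme for full effect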
# Myeloid diff 2: compounds promoting myeloid differentiation; calls only at 10 µM; actives 1% (n = 360,000); ER-HoxA9 myeloid progenitors, lysozyme-GFP differentiation, flow cytometry;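 active = normalized GFP-positive differentiation at or above the plate's own cutoff, the solvent-only control mean plus 3 SD; inconclusive = no clear call, values can overlap the other calls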;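 also: cells exposed to compound for four days before flow analysis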
# PhoP inhibition: PhoP-dependent GFP reporter repression – Salmonella Typhimurium, primary screen (AID 1863). S. Typhimurium PhoP-regulated promoter GFP reporter, 4 h; higher % means a stronger effect. inhibition, % at 50 µM; hits with a dose series show IC50 in µM. actives 0.16% (n = 300,000);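 active = inhibition over 29.93%, a cutoff 3 SD above the screen mean, later confirmed by dose response; inconclusive = inhibition over 29.93% but no dose response follow-up; inactive = inhibition at most 29.93% or unconfirmed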;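 also: 0% = low Mg2+ inducing control and 100% = high Mg2+ repressing control; strong numbers were not always called active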
# NOD1 inhibition: inhibition of NOD1-driven NF-kB reporter – cell-based, luminescence, uHTS, primary screen (AID 1578); inhibition, % at 4 µM, or EC50 in µM where a hit was titrated; actives 1% (n = 290,000); NOD1-driven NF-kB luciferase reporter cells, luminescence; higher % means a stronger effect; in the data active = inhibition mostly above about 36%, no sharp cut-off; inactive = mostly below about 34%;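 also: HEK-293T reporter cells stimulated with the NOD1 agonist gamma-tri-DAP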
# Siah-1 displacement: Siah-1 peptide-binding antagonists, primary screen, biochemical, fluorescence polarization, rhodamine-plectin, uHTS (AID 1817) | Siah-1 / rhodamine-plectin peptide fluorescence polarization; higher % means a stronger effect | actives 0.02% (n = 290,000) | displacement, % at 20 µM; hits with a dose series show IC50 in µM;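 active = displacement of at least 50% at 20 µM, with a fluorescence ratio check between 0.3 and a set limit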;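 also: plate controls were Siah plus tracer with DMSO for no effect and tracer alone without Siah for full effect; strong numbers were not always called active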
# Myeloid diff 2 GFP+ MAC1+ %: recorded beside Myeloid diff 2, whose call it bears; GFP+ MAC1+ double positive, %; measured here: differentiation confirmed by MAC1 staining
# Active calls of the source: *; i = inactive; u = inconclusive; x = no result given; [ ] = another dose, or the depositor's remark. Rule as the data show it, unless noted: active = inhibition above about 50%; inactive = the rest.
# Sequence of screens – NOD2 inhibition, KOR beta-arrestin-1, HIV peptide binding, KOR beta-arrestin-2, LYP phosphatase, Myeloid diff 2, Myeloid diff 2 GFP+ MAC1+ %, PhoP inhibition, NOD1 inhibition, Siah-1 displacement
- C/C(=N\NC(=O)c1c(C)nc2ccccn12)c1cccc([N+](=O)[O-])c1
 : 18%, 32%, 0.0%, 1.0%, 3%, i, 0.6, 10%, -11%, 2%
- CC1CCCCC1NCC(=O)NCc1ccc(F)cc1 (stereo not drawn)
 : 12%, 10%, 1.4%, 0.5%, -6%, i, 0.9, 11%, -18%, 4%
- CC(=O)N1CCN(CC(=O)Nc2cc(S(=O)(=O)N3CCOCC3)ccc2C)CC1
 : 17%, 7%, -0.9%, -3.5%, -5%, i, 0.6, -4%, -23%, -5%
- COc1ccc(OC)c(NC(=O)CN(C)CC(=O)Nc2ccccc2Cl)c1
 : 10%, 0%, 0.3%, -1.6%, -6%, i, 0.6, 5%, -8%, 5%
- COc1ccc(OC)c(CNC(=O)C2CCCN(C(=O)N(C)C)C2)c1 (stereo not drawn)
 : -5%, 3%, 1.5%, 4.4%, 5%, i, 7.2, -10%, -16%, 1%
- COc1ccc(C2(NC(C)=O)CCN(Cc3cccnc3)CC2)cc1
 : -11%, -49%[20 µM], 1.7%, -1.6%, -9%, i, 0.8, -4%, -21%, 4%
- O=C(CSc1nccn1-c1ccccc1)Nc1ccc2c(c1)OCO2
 : -27%, -13%, -1.5%, 4.2%, -10%, i, 1.0, 1%, -22%, 0%
- COc1ccccc1Oc1c(C)oc2c(CN(C)C)c(O)ccc2c1=O
 : 6%, -17%, 3.1%, -0.5%, -14%, i, 2.0, 4%, -4%, 6%
- CCS(=O)(=O)N1Cc2ccccc2CC1C(=O)NC(C)C12CC3CC(CC(C3)C1)C2 (stereo not drawn)
 : -31%, -33%, -2.4%, 1.6%, 4%, i, 0.5, -1%, 7%, 7%
- Cc1cc(OC(C)C(=O)NCCN2CCOCC2)c2c(C)cc(=O)oc2c1 (stereo not drawn)
 : 11%, 6%, 0.9%, 7.0%, -8%, i, 2.1, -5%, -28%, 3%
- COc1ccccc1C(=O)NNC(=O)c1ccc(Cl)cc1
 : -4%, 4%[20 µM], -0.9%, x, -19%, i, 0.2, 1%, -27%, 0%
- O=C(CSc1nc2nn(-c3ccccc3)c(=O)c-2c2n1CCCCC2)NCCc1ccccc1
 : 13%, 21%, -2.4%, -5.8%, -1%, i, 0.7, -2%, -22%, 4%
- Cc1cc(OCC(=O)OCC(=O)Nc2cc(C(F)(F)F)ccc2N2CCOCC2)ccc1Cl
 : 9%, 34%, 0.6%, 11%, 6%, i, 0.3, 3%, -24%, 3%
- COc1ccc(N2CCN(C(=O)NC(=O)c3ccc(Cl)cc3)CC2)cc1
 : -3%, 0%, 1.6%, -0.9%, -6%, i, 3.9, 3%, -13%, 2%
- CC(C)c1ccc(NC(=O)COC(=O)COc2ccccc2)cc1
 : -2%, -15%, 65%, 0.3%, -5%, i, 0.5, 9%, -22%, 3%
- CS(=O)(=O)N1CCCC(C(=O)Nc2ccccc2C(F)(F)F)C1 (stereo not drawn)
 : -4%, -57%[20 µM], 0.3%, 2.0%, -10%, i, 0.5, -3%, -21%, -2%
- Cc1occc1C(=O)N/N=C/C=C/c1ccccc1
 : -56%, -26%, 0.0%, 0.3%, 10%, i, 0.1, -3%, -53%, 0%
- COCc1c(N)c(C)nc(Cl)c1C#N
 : 14%, 16%[20 µM], 0.9%, x, 15%, i, 0.1, 5%, -17%, 18%
- CCCn1c(=O)c(C(=O)NCc2ccccn2)c(O)c2ccccc21
 : 13%, 31%, -2.2%, -2.8%, 1%, i, 0.7, 12%, -30%, 3%
- C/C(=N\NC(=O)CCn1nnc2ccccc21)c1ccco1
 : -14%, 16%, -1.2%, -4.3%, -5%, i, 1.1, 0%, -5%, 1%
- CCCCCN(C(=O)NC(=O)Nc1ccc(C)cc1)S(=O)(=O)c1ccccc1
 : -5%, 20%, -1.0%, 4.6%, -3%, i, 0.1, 1%, -20%, 2%
- CN(c1ccccc1)c1nc(N)c([N+](=O)[O-])c(NCc2ccccc2)n1
 : 2%, -3%, -0.3%, 4.0%, 6%, i, 0.2, -9%, -11%, 5%
- S=C(NCCCN1CCOCC1)Nc1ccc(-c2nc3ccccc3[nH]2)cc1
 : 11%, 24%, -1.9%, -4.3%, 6%, i, 0.9, -1%, -16%, 1%
- c1ccc(-c2onc(-c3ccco3)c2-c2ccc3c(c2)OCO3)cc1
 : 30%, -24%[20 µM], 4.1%, 0.0%, -6%, i, 1.7, 3%, 10%, 0%
- Cc1ccc2nc(C(O)C(O)c3nc4ccc(C)cc4[nH]3)[nH]c2c1 (stereo not drawn)
 : -27%, -19%, -1.3%, 7.5%, -2%, i, 0.4, -6%, -22%, 3%
- COc1ccc(-n2nc(C(=O)NCC(=O)N3CCN(c4cccc(Cl)c4)CC3)c3ccccc3c2=O)c(OC)c1
 : 0%, 17%, -1.8%, -3.5%, 0%, i, 8.8, 15%, -7%, 0%
- CC(C)Oc1ccccc1C(=O)NC(CO)C(=O)O (stereo not drawn)
 : -9%, -16%[20 µM], 0.0%, x, -6%, i, 0.2, -9%, -29%, 2%
- CCCN(CCC)C(=O)c1ccc2c(c1)N(CC)C(=O)c1ccccc1S2(=O)=O
 : 5%, 10%, -0.4%, 0.3%, -4%, i, 0.5, -8%, 1%, 1%
- Cc1cnc(NC(=O)c2cncc(Br)c2)s1
 : -45%, -4%, -1.8%, -2.0%, -4%, i, 0.0, -9%, -12%, -4%
- COc1ccc(C(=O)/C=C/Nc2ccc(S(N)(=O)=O)cc2)cc1OC
 : 18%, -31%, 1.0%, 1.8%, -3%, i, 0.3, -5%, 0%, 1%

# The listing continues.
SMILES	NOD2 inhibition	KOR beta-arrestin-1	HIV peptide binding	KOR beta-arrestin-2	LYP phosphatase	Myeloid diff 2	Myeloid diff 2 GFP+ MAC1+ %	PhoP inhibition	NOD1 inhibition	Siah-1 displacement
CCOC(=O)c1cnn(-c2cc(Oc3ccccc3C)ncn2)c1N	10%	-15%	-1.0%	-4.4%	-8%	i	0.5	-2%	-14%	1%
O=C(COC(=O)Cc1cn2ccsc2n1)Nc1nc2ccccc2s1	13%	-3%	-1.0%	4.6%	-9%	i	2.7	3%	-4%	-1%
COc1ccc([C@H]2C=C3CN(C(=O)OC(C)(C)C)S(=O)(=O)[C@H]3C[C@H]2OC(=O)c2ccc(C(F)(F)F)cc2)cc1	16%	12%	0.6%	-3.3%	0%	i	1.9	3%	2%	4%
Cc1nn(-c2ccccc2)c(C)c1C(=O)OCC(=O)NC(=O)NC1CCCC1	12%	12%	2.2%	-2.2%	-6%	i	0.7	-1%	-25%	9%
CC(=O)Nc1ccc(OCC(O)Cn2cncn2)cc1 (stereo not drawn)	4%	-19%	1.2%	-2.7%	-1%	i	0.9	-7%	1%	0%
Cc1ccc(C(C)C)c(OCC(=O)NC2CCN(C)CC2)c1	7%	9%	1.3%	-4.2%	-12%	i	1.2	-2%	-18%	12%
NC(=O)COC(=O)CC(NC(N)=O)c1ccc(Cl)cc1 (stereo not drawn)	-10%	-7%	2.9%	-3.6%	-6%	i	0.9	-7%	-32%	0%
Cc1cccc(NC(=O)C2(C)CC3c4ccccc4C2c2ccccc23)c1 (stereo not drawn)	9%	-93%	6.8%	-0.5%	-5%	i	0.7	6%	12%	0%
Cc1cc(NC(=O)C2CCCO2)ccc1Br (stereo not drawn)	14%	-14%	-1.0%	-2.4%	0%	i	0.3	1%	-24%	0%
CCn1c(Cc2ccccc2)nnc1SCC(=O)NC(C)(C)C	-8%	-31%	55%	4.8%	-5%	i	7.5	3%	-17%	1%
Cc1cc2ccccn2c1C(=O)c1nc(NCc2ccccc2)ncc1Cl	7%	-17%	0.5%	7.7%	0%	i	0.3	-3%	10%	-4%
Cc1cccc(Nc2nc(-c3c(C)nc4ccccn34)cs2)c1	17%	-42%	-0.9%	5.9%	-8%	i	8.4	9%	-59%	0%
CN1C(=O)/C(=C/c2ccc3c(c2)OCO3)N=C1c1ccccc1	7%	26%	2.1%	5.8%	6%	i	1.0	-17%	15%	-3%
O=c1[nH]c(SCCOc2ccccc2)nc2ccccc12	-19%	6%	2.2%	0.6%	-4%	i	4.9	-8%	-29%	0%
O=C(NCCCCCCNC(=O)NCc1ccco1)NCc1ccco1	17%	18%	2.2%	-3.1%	-5%	x	x	1%	11%	3%
CCCc1ccccc1OCCNS(=O)(=O)c1cc2c(cc1C)OCC(=O)N2	16%	8%	0.2%	-0.8%	-10%	i	0.3	11%	5%	-2%
CC(NC(=O)C1CCC(CNS(=O)(=O)c2ccccc2)CC1)c1ccc2c(c1)OCCO2 (stereo not drawn)	38%	-25%	-0.7%	0.2%	-2%	x	x	0%	-16%	4%
Cc1ccccc1NC(=S)N1CCN(C(=O)c2ccco2)CC1	6%	-20%	-1.8%	-2.5%	-3%	i	0.0	-2%	-22%	2%
CCc1nc2ccc(C(=O)N3CCN(c4cccc(C)c4C)CC3)cc2nc1CC	11%	-27%	-1.7%	-7.7%	-4%	u	x	8%	-22%	-2%
Cc1cc(N/N=C/c2ccc(N(C)C)cc2)c2ccccc2n1	-1%	-12%[20 µM]	-3.1%	-3.8%	-13%	i	1.3	6%	-10%	0%
O=S(=O)(c1ccc(Br)s1)N1CCNCC1	3%	-17%	-0.2%	2.2%	-11%	i	0.3	0%	-4%	0%

# 4 neighbouring compounds already listed, quoted:
SMILES	NOD2 inhibition	KOR beta-arrestin-1	HIV peptide binding	KOR beta-arrestin-2	LYP phosphatase	Myeloid diff 2	Myeloid diff 2 GFP+ MAC1+ %	PhoP inhibition	NOD1 inhibition	Siah-1 displacement
O=C(COC(=O)Cc1cn2ccsc2n1)Nc1nc2ccccc2s1	13%	-3%	-1.0%	4.6%	-9%	i	2.7	3%	-4%	-1%
COc1ccc([C@H]2C=C3CN(C(=O)OC(C)(C)C)S(=O)(=O)[C@H]3C[C@H]2OC(=O)c2ccc(C(F)(F)F)cc2)cc1	16%	12%	0.6%	-3.3%	0%	i	1.9	3%	2%	4%
Cc1nn(-c2ccccc2)c(C)c1C(=O)OCC(=O)NC(=O)NC1CCCC1	12%	12%	2.2%	-2.2%	-6%	i	0.7	-1%	-25%	9%
CC(=O)Nc1ccc(OCC(O)Cn2cncn2)cc1 (stereo not drawn)	4%	-19%	1.2%	-2.7%	-1%	i	0.9	-7%	1%	0%

# Compound activity (PubChem BioAssay)

# Not all compounds are listed. The share of hits here may be higher or lower than overall.
